Screening data as filed in PubChem.
inhibitors of VEEV = inhibitors of VEEV TC-83 cytopathic effect, confirmation, Vero cells (AID 588727); 350,000 tested, 0.13% active; Vero cells, VEEV TC-83 cytopathic effect inhibition; higher % means a stronger effect; inhibition, % at 20 µM; hits with a dose series show IC50 in µM; in the data active = a potency from the dose series; inconclusive = inhibition mostly from about 14% at the one dose, without a potency; inactive = the rest, 99 in 100 with inhibition below about 12%; also: strong numbers were not always called active
M. tuberculosis = growth inhibition of non-replicating M. tuberculosis (AID 488890); 320,000 tested, 0.39% active; Mycobacterium tuberculosis non-replicating, growth inhibition; higher % means a stronger effect; inhibition, % at 25 µM, or IC50 in µM where a hit was titrated; in the data active = a potency from the dose series; inconclusive = inhibition mostly from about 82% at the one dose, without a potency; inactive = the rest, 99 in 100 with inhibition below about 76%;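 also: plate controls were DMSO cells for no effect and high antibiotic wells for full effect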
Salmonella PhoP GFP = Inhibition of PhoP regulon, Salmonella typhi GFP reporter cells, confirmation, 4 h (AID 1850) | Salmonella Typhi PhoP-promoter GFP reporter, fluorescence, 4 h; higher % means a stronger effect | inhibition, % at 50 µM; hits with a dose series show IC50 in µM | 310,000 tested, 0.33% active; in the data active = a potency from the dose series; inconclusive = inhibition mostly from about 25% at the one dose, without a potency; inactive = the rest, 99 in 100 with inhibition below about 19%;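 also: 0% = induced wells with vehicle and 100% = uninduced wells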
H37Rv inhibition = M. tuberculosis growth inhibition, HTS (AID 449762); 330,000 tested, 0.59% active; inhibition, % at 25 µM; hits with a dose series show IC50 in µM; M. tuberculosis H37Rv growth inhibition, 7H9 media; higher % means a stronger effect; in the data active = a potency from the dose series; inconclusive = inhibition above about 70% without an active follow-up result;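 also: bacterial growth assessed after seven days of incubation; strong numbers were not always called active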
influenza NS1A = H1N1 influenza NS1A inhibitors, functional cell based assay (AID 504329) | inhibition, % at 12.5 µM, or IC50 in µM where a hit was titrated | 340,000 tested, 0.3% active | NS1A functional cell-based assay, percent inhibition; higher % means a stronger effect; in the data active = a potency from the dose series; inconclusive = inhibition above about 27% without an active follow-up result; also: strong numbers were not always called active
An asterisk follows results filed as active; i = inactive; u = inconclusive; x = no result given. Rows are unselected; 1.5% or so of the library scored in one or more.

entry | molecule | inhibitors of VEEV | M. tuberculosis | Salmonella PhoP GFP | H37Rv inhibition | influenza NS1A
1 | CN(CCOc1ccccc1)C(=O)c1cc([N+](=O)[O-])ccc1N1CCOCC1 | 6.2% | -12% | 5% | -4% | -3%
2 | O=C(Nc1ccc(O)c(-c2nc3ccccc3o2)c1)C1(c2ccc([N+](=O)[O-])cc2)CCCC1 | 3.9% | -27% | -1% | 0% | -4%
3 | Cc1nc2ccccn2c1C(=O)CSc1ccccc1Cl | 10% | 25% | 2% | -8% | -23%
4 | O=C(NN1C(=O)/C(=C\c2ccc(O)c([N+](=O)[O-])c2)SC1=S)c1ccccc1Cl | 0.6% | 29% | -1% | 28% | -6%
5 | CCCC(=O)Oc1ccc(-c2nccc(C(OC)OC)n2)cc1 | 0.2% | 5% | -9% | 4% | -6%
6 | C/C(=N/NC(=O)c1ccc2c(c1)OCO2)c1ccc(NC(=O)C(F)(F)F)cc1 | 2.1% | 30% | 9% | 4% | -5%
7 | O=C(O)C1CCCCC1C(=O)NCCc1ccc(Cl)cc1 (stereo not drawn) | 1.8% | 2% | 10% | 2% | 2%
8 | CCN(c1ccc(OC)cc1)S(=O)(=O)c1nnc(NC(=O)CC(C)C)s1 | 1.6% | 5% | -11% | 5% | 3%
9 | CCOC(=O)C1=C(O)/C(=C/c2cc(C)n(-c3ccccc3)c2C)N=C1C | 7.7% | 1% | 2% | 7% | -12%
10 | COC(=O)Cc1nc2ccccc2[nH]1 | 2.5% | 16% | -3% | -1% | -30%
11 | Cc1ccc(C)c(N2CCN(C(=O)CCCOc3cc(=O)n(C)c4ccccc34)CC2)c1 | i | 36% | 5% | 69% | 6%
12 | CC(C)c1ccc(NC(=O)C2C3C=CC4(CN(CCCN5CCOCC5)C(=O)C24)O3)cc1 (stereo not drawn) | 0.9% | 12% | 7% | -1% | 2%
13 | NC(=NCc1ccccc1)C(N=Nc1ccccc1)C(=O)NCc1ccccc1 (stereo not drawn) | 3.6% | x | x | x | 8%
14 | Cc1ccc(NC(=O)CCn2c(=S)oc3ccccc32)cc1F | i | -19% | 11% | 7% | 14%
15 | COc1ccc(/C=N/NC(=O)c2cccc([N+](=O)[O-])c2)c2ccccc12 | i | -6% | 5% | 8% | 3%
16 | CC(C)(C)C1=NN(C(=O)c2ccccc2)C(O)(C(C)(C)C)C1 (stereo not drawn) | 0.9% | 24% | -6% | 4% | -16%
17 | CCOC(=O)C[N+]1(C)CCN(C(C)=O)CC1 | 0.4% | -1% | -2% | -2% | 7%
18 | Cc1ccc(-c2nnc(SC(C)C#N)n2N)cc1 (stereo not drawn) | 6.8% | -2% | 2% | 7% | 15%
19 | O=C(CSc1n[nH]c(-c2ccco2)n1)Nc1ccccc1 | 2.8% | -7% | 11% | 6% | -7%
20 | Cc1ccccc1OCC(=O)N/N=C/c1ccncc1 | 1.0% | 1% | -4% | 4% | -6%
21 | Cc1ccc(C)c(N2CCN(C(=O)c3ccc(N4CCCC4=O)cc3)CC2)c1 | 0.9% | 37% | -6% | 12% | 1%
22 | COC(=O)[C@@]12CCCCN1[C@H](c1ccc(-c3cccc(Cl)c3)cc1)[C@H]1C(=O)N(C)C(=O)[C@H]12 | 5.9% | 8% | 7% | 2% | 1%
23 | O=C(Nc1ccc(-c2ccc3nncn3n2)cc1)c1ccc(Br)o1 | 1.1% | 10% | -4% | -2% | 4%
24 | Fc1ccccc1Cn1nnc2c(NCc3ccccn3)ncnc21 | 2.2% | x | -2% | -13% | 12%
25 | Cc1ccc(-c2nc(CS(=O)CC(=O)NC3CCCC(C)C3C)c(C)o2)cc1 (stereo not drawn) | 1.4% | 6% | 1% | -4% | 4%
26 | CCN(CC)S(=O)(=O)c1cccc(C(=O)OCC(=O)Nc2ccccc2OC(F)F)c1 | 1.8% | 8% | 5% | 0% | -5%
27 | CC1=C(C(=O)Nc2cccc(C)c2C)C(c2cccs2)NC(=S)N1 (stereo not drawn) | 2.3% | 14% | -7% | -8% | -5%
28 | CC(=O)Nc1ccc(S(=O)(=O)NNC(=O)COc2cccc(C)c2)cc1 | 0.8% | 50% | 9% | -8% | -2%
29 | CCNS(=O)(=O)c1ccc(CCC(=O)Nc2ccc3c(c2)OCCO3)cc1 | 1.8% | 5% | -9% | 7% | -22%
30 | C=CCSc1cc(C)nc2c(-c3ccc(Cl)cc3)c(C)nn12 | i | 46% | 1% | 10% | -2%
31 | O=c1[nH]ncn2cccc12 | 0.5% | 7% | -5% | 15% | -6%
32 | CCCC(=O)Nc1nnc(-c2ccc3c(c2)OCO3)s1 | 2.1% | -20% | -3% | -2% | -17%
33 | C=CCN(C(=O)c1csnn1)C(C(=O)NCc1ccc(F)cc1)c1ccccc1F (stereo not drawn) | 5.9% | 6% | 5% | 0% | -17%
34 | CCO[C@H]1OC(C(N)=O)=C[C@@H](c2ccccc2)[C@@H]1CCCO | 0.6% | -16% | 3% | -6% | -2%
35 | Cc1ccccc1OCCN1CCCC1 | i | -13% | 8% | -4% | -5%
36 | N#CC1=C(SCC(=O)c2ccc(Cl)cc2)NC2=C(C(=O)CCC2)C1c1ccco1 (stereo not drawn) | 8.2% | 57% | -4% | u | 5%
37 | Cn1cc(C(=O)NC2CCCCC2)c(=O)c2cc(S(=O)(=O)N3CCCC3)ccc21 | 2.4% | 4% | -8% | 1% | 0%
38 | O=C(CCS(=O)(=O)Cc1ccc(Cl)cc1)NCCc1ccccc1 | i | 23% | -1% | 2% | 2%
39 | CCCCN(CCCC)C(=O)CCS(=O)(=O)c1ccc2c(c1)n(C)c(=O)c(=O)n2C | 1.6% | -3% | -13% | -4% | -3%
40 | COc1ccc(CCn2c(N)c(C(=O)NCc3ccco3)c3nc4ccccc4nc32)cc1 | 9.0% | 38% | -2% | 5% | -9%

In the list so far, 4 contain an aryl thioether with sulfur outside any ring:
entry | molecule | inhibitors of VEEV | M. tuberculosis | Salmonella PhoP GFP | H37Rv inhibition | influenza NS1A
3 | Cc1nc2ccccn2c1C(=O)CSc1ccccc1Cl | 10% | 25% | 2% | -8% | -23%
18 | Cc1ccc(-c2nnc(SC(C)C#N)n2N)cc1 (stereo not drawn) | 6.8% | -2% | 2% | 7% | 15%
19 | O=C(CSc1n[nH]c(-c2ccco2)n1)Nc1ccccc1 | 2.8% | -7% | 11% | 6% | -7%
30 | C=CCSc1cc(C)nc2c(-c3ccc(Cl)cc3)c(C)nn12 | i | 46% | 1% | 10% | -2%

Next entries follow:
entry | molecule | inhibitors of VEEV | M. tuberculosis | Salmonella PhoP GFP | H37Rv inhibition | influenza NS1A
41 | CC(CCc1ccccc1)NC(=O)CN(C)Cc1ccc(F)cc1 (stereo not drawn) | 1.5% | x | 6% | 0% | -2%
42 | Cc1nc2c(C)cccc2c2c1CCN2c1ccccc1F | 2.9% | 24% | 12% | 3% | -24%
43 | C/C(CC(=O)Nc1cc(C)ccn1)=N\NC(=O)c1ccc(C(C)(C)C)cc1 | 3.4% | -7% | -4% | -8% | -9%
44 | CCOC(=O)CN(C(=O)CNC(=O)c1ccco1)C(C(=O)NC1CCCCC1)c1cccc(OC)c1 (stereo not drawn) | i | -1% | 5% | -3% | 0%
45 | O=C(Nc1cccc(Cl)c1)NC1CC2CCC(C1)N2Cc1cccs1 (stereo not drawn) | 0.9% | 1% | -14% | -7% | -10%
46 | CC1CC(C)(C)CC2(C1)NC(=O)N(CC(=O)NCC(c1ccco1)N1CCCCC1)C2=O (stereo not drawn) | i | 4% | -5% | -6% | 4%
47 | COC(=O)[C@H](CCSC)NC(=O)Cn1cc(C)c(=O)[nH]c1=O | i | x | x | x | 20%
48 | Cn1nc(C(=O)NNC(=O)COc2ccccc2)c2ccccc2c1=O | 1.3% | -24% | -2% | 6% | -4%
49 | Cc1cc2nc(-c3ccc(SCc4ccccc4C#N)nc3)[nH]c2cc1C | 12% | 8% | 3% | -4% | 4%
50 | Cc1nc(-c2cn[nH]c2)c2cc(C)oc2n1 | 0.0% | 6% | -4% | 0% | 2%
51 | Cc1ccc2nc(SCC(=O)N3CCCC3)nc(=O)n2c1 | 0.6% | -16% | 2% | -13% | -1%
52 | O=C(C1CC1)N1CCN=C1SCc1cccc(C(F)(F)F)c1 | 4.9% | 27% | 8% | 4% | -3%
53 | CC(=O)Oc1ccc(S(=O)(=O)c2ccc(OC(C)=O)cc2)cc1 | i | -6% | 10% | 6% | -1%
54 | O=C(CN1C(=O)S/C(=C\c2ccccc2F)C1=O)NC1CCS(=O)(=O)C1 (stereo not drawn) | 1.0% | 8% | -17% | 3% | -2%
55 | CSc1ccccc1C(=O)NCCS(=O)(=O)N1CCN(c2ccc(F)cc2)CC1 | 4.3% | 1% | 7% | -1% | 1%
56 | CN1OCC(S(=O)(=O)c2ccccc2)C1c1ccccc1 (stereo not drawn) | 0.4% | -16% | 7% | -7% | -1%
57 | Cc1ccccc1-c1nnn(CC(=O)N2CCN(C(=O)c3ccco3)CC2)n1 | 1.6% | -4% | 0% | -6% | -4%
58 | COc1ccc(NC(=O)CCNS(=O)(=O)c2ccc3[nH]c(=O)oc3c2)cc1Cl | i | -6% | -3% | -1% | 1%
59 | CCCCn1c(N)c(N(CC(C)C)C(=O)C2CC(=O)N(Cc3ccco3)C2)c(=O)[nH]c1=O (stereo not drawn) | 2.7% | -2% | -5% | -9% | 10%
60 | C1=C(c2cc3ccccc3cn2)CCCC1 | 0.8% | 23% | x | 10% | 2%
61 | Cc1ccccc1C(=O)Nc1ccnn1C1CCN(Cc2cnn(C(C)C)c2)CC1 | 3.4% | 0% | 7% | -5% | -1%
62 | CC1=C(C#N)C(=O)NC(=O)/C1=C/c1ccc(-c2ccc(S(N)(=O)=O)cc2)o1 | 1.7% | 9% | -5% | 5% | 4%
63 | CCN(CC)CCCNC(=O)c1ccc2c(SCC(=O)O)c3c(nc2c1)CCC3 | x | -6% | 6% | -2% | x
64 | CC(=O)c1ccc2c(c1)C1C=CCC1C(c1ccncc1)N2 (stereo not drawn) | 5.4% | -20% | -6% | 0% | -11%
65 | CN(Cc1ccccc1)C(=O)c1nc2ccccn2c1CNCCn1cccn1 | 0.9% | 11% | -2% | 8% | 2%
66 | Cc1cc(C=O)c(O)cc1O | 0.8% | -1% | 47% | -3% | -3%
67 | Cc1ccc(C(=O)Nc2ccc(C(=O)/C=C/c3cccs3)cc2)cc1 | i | 13% | 0% | 1% | 8%
68 | COC(=O)CSc1nc2ncc(Cl)cc2[nH]1 | 0.8% | -17% | 6% | -1% | -5%

Only inhibitors of VEEV and M. tuberculosis, for 3 of the compounds above:
No. | SMILES | inhibitors of VEEV | M. tuberculosis
65 | CN(Cc1ccccc1)C(=O)c1nc2ccccn2c1CNCCn1cccn1 | 0.9% | 11%
66 | Cc1cc(C=O)c(O)cc1O | 0.8% | -1%
64 | CC(=O)c1ccc2c(c1)C1C=CCC1C(c1ccncc1)N2 (stereo not drawn) | 5.4% | -20%
